Screening data (PubChem BioAssay)
EWS-Fli block – EWS/Fli transcriptional activity inhibition; A673 NR0B1-luciferase reporter, viability-normalised; 350,000 compounds, 0.67% hits; inhibition, % at 12.6 µM;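 active = mean inhibition of at least 50% after viability correction, with every replicate also passing that limit; inconclusive = mean reaches 50% but only one of two replicates passes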;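 note: firefly luciferase signal divided by Alamar Blue viability fluorescence both relative to DMSO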
F508del corr – correctors of CFTR F508del function in bronchial epithelial cells; activity (quench increase), % at 7.58 µM; 350,000 compounds, 0.36% hits; CFBE cells, YFP halide quenching; stimulated with forskolin plus potentiator P3; % fluorescence drop versus neutral controls;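 active = mean added fluorescence quench of at least 8% versus neutral control, with both replicates also reaching 8%; inconclusive = only one of the mean or replicate conditions met; inactive = mean below 8% and not both replicates reaching 8%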;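 note: cells transiently co-express mutant CFTR-F508del with the halide-sensitive YFP; corrector assay measuring rescue of mutant channel to the surface after 24 h compound exposure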
INS-1E GSIS act – primary screen for activators of insulin secretion dependent on glucose, INS-1E cells, GLuc reporter luminescence; activation, % at 16.6 µM; INS-1E GLuc reporter insulin secretion, 2-3 h; 370,000 compounds, 0.61% hits;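 active = lowest replicate activation of at least 40%, so every replicate reaches that level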;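 note: 0% = median of neutral control wells and 100% = median of IBMX positive control wells; some compounds called inactive have numbers as strong as hits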
XiGFP reactiv – activators of X-chromosome reactivation in mouse fibroblasts; AID 743238; activation, % at 7.58 µM; 360,000 compounds, 0.055% hits; XiGFP mouse fibroblasts, % GFP-positive cells imaging, 3 d; cells co-treated with 5-aza-dC sensitizer; scaled so ellipticine positive control = 100%;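 active = mean normalized replicate activation at least 10% and every replicate at or above 10%; inconclusive = only one of the two criteria met; inactive = mean below 10% and not all replicates reach 10%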;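 note: 0% = median of on-plate neutral control wells and 100% = ellipticine 6 µM median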
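System: 68-5-11 XiGFP fibroblast line | Buffer or medium: DMEM containing 5-aza-dC | Compound: Single point | Times: Compounds 3 days, fix/stain 15 min at room temperature | Benchmarks: Positive control ellipticine, 6 µM final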
DENV2 CPE – protects cells from dengue virus 2 cytopathic effect | DENV2-infected cells, cytopathic effect rescue, plate reader | CPE inhibition, % at 9.99 µM | 350,000 compounds, 1.7% hits; in the data active = CPE inhibition above about 20%, passing the limit was not always enough; inconclusive = no clear call, values can overlap the other calls; tested in BHK-21 cells;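 note: 0% = median of neutral control wells and 100% = median of positive control wells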
ERp5 inh – inhibitors of human ERp5; ERp5 insulin aggregation, absorbance 650 nm, 90 min; inhibition, % at 9.99 µM; Q15084; AID 651711; 350,000 compounds, 0.05% hits;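 active = mean replicate inhibition above about 25%, with every replicate also reaching it, limit read from the data, passing the limit was not always enough; inconclusive = only one of those two criteria met; inactive = neither criterion met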
Target sequence (Q15084 whole entry, looked up): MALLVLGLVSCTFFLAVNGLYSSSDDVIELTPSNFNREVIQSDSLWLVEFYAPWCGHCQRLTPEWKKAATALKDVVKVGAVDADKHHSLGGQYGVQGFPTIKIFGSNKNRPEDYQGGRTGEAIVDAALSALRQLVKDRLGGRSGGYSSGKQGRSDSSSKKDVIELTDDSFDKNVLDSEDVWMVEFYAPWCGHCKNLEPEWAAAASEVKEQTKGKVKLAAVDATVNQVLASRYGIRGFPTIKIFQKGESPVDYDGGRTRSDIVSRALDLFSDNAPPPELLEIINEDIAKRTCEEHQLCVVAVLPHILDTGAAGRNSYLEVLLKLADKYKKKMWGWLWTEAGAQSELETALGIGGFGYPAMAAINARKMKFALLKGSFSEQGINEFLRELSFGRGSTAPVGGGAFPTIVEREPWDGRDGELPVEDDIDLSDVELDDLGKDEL
ARNT-TACC3 inh – disrupts binding between human ARNT and TACC3; inhibition, % at 9.99 µM; AlphaScreen His-ARNT PAS-B/GST-TACC3 binding, luminescence; TACC3 fragment carries E629A point mutation; Q9Y6A5; 390,000 compounds, 0.66% hits; AID 623870;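 active = mean inhibition of replicates at least 50% and at least half of replicates each reaching 50%; inconclusive = half or more replicates reach 50% but mean below 50%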;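 note: 0% = complete ARNT plus TACC3 wells and 100% = ARNT alone without TACC3; many hits fall short of the cut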
PAX8 inh HTS – PAX8 transcriptional activity inhibition; RMG-I TPO-luciferase reporter, SteadyGlo, 24 h; inhibition, % at 12.6 µM; 360,000 compounds, 1.2% hits;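 active = mean replicate inhibition at least 60% with every replicate also reaching 60%; inconclusive = only one of the two criteria is met; inactive = mean below 60% and not all replicates reaching 60%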;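 note: luciferase light reporting Pax8 driven TPO promoter activity; plate controls were median of neutral control wells for no effect and mitoxantrone controls for full effect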
An asterisk follows results filed as active; ? = inconclusive; / = no result given; & = joins results of further samples.

item	Compound	PAX8 inh HTS	ARNT-TACC3 inh	XiGFP reactiv	ERp5 inh	INS-1E GSIS act	EWS-Fli block	F508del corr	DENV2 CPE
1	COc1ccc(NC(=O)Nc2ccc3c(c2)CC(=O)N([C@H](C)CO)C[C@@H](C)[C@H](CN(C)S(=O)(=O)c2ccccc2)O3)cc1	/	/	-0.1	1	3	-11	2.7	12
2	CO[C@H]1CN(C)C(=O)c2ccc(NC(=O)C3CC3)cc2OC[C@H](C)N(C)C[C@H]1C	-6	1	0.3	1	11	7	-0.7	-4
3	O=C(NCC(c1cccs1)N1CCOCC1)C1CCN(S(=O)(=O)c2ccccc2C(F)(F)F)CC1 (stereo not drawn)	2	-6	-0.1	-4	-18	1	3.6	61*
4	CC(C)Oc1ccc(CN2CCCC(CO)(Cc3ccccc3)C2)cc1CO (stereo not drawn)	-3	10	0.3	0	-14	5	1.7	2
5	COc1cccc(CN2CCC3(CC2)CN(C(=O)C2CC2)[C@H](CO)c2[nH]c4cc(OC)ccc4c23)c1	/	/	-0.1	-1	-9	-3	3.0	-9
6	C[C@@H]1CCCCO[C@@H](CN(C)S(C)(=O)=O)[C@H](C)CN([C@@H](C)CO)C(=O)c2cc(NC(=O)c3ccncc3)ccc2O1	-7	1	-0.7	/	32	-5	1.4	-2
7	COc1cccc(-c2ccc([C@@H]3[C@H]4CN(C(=O)c5ccncc5)CC(=O)N4[C@H]3CO)cc2)c1	/	/	0.2	-5	16	/	0.9	-7
8	O=[N+]([O-])c1ccc(CSc2ncnc3ccccc23)cc1	4	5	0.0	0	27	-8	-3.0	?
9	Cc1ccc(S(=O)(=O)Nc2ccc3c(c2)C(=O)N([C@H](C)CO)C[C@H](C)[C@@H](CN(C)S(=O)(=O)c2ccc(C)cc2)OCCCC[C@H](C)O3)cc1	83*	0	0.1	2	-15	7	-1.7	-6
10	Cc1ccc(-c2[nH]ncc2C(=O)c2ccccc2C)c(O)c1	8	-23	0.5	5	-31	1	1.3	1
11	CC(C)NC(=O)N(C)C[C@H]1Oc2c(NC(=O)Nc3ccc(C(F)(F)F)cc3)cccc2C(=O)N([C@@H](C)CO)C[C@H]1C	29	-5	-0.3	0	7	11	2.9	15
12	Cc1ccc(S(=O)(=O)N(C)C[C@@H]2OCCCC[C@H](C)Oc3ccc(NC(=O)C4CCCCC4)cc3C(=O)N([C@H](C)CO)C[C@H]2C)cc1	21	-5	-0.7	/	-8	15	-1.8	5
13	C[C@@H]1CN([C@@H](C)CO)C(=O)CCCn2nncc2CO[C@H]1CN(C)Cc1ccc(C(F)(F)F)cc1	14&9	-2&2	0.2&-0.3	4&6&3	12&6	0&-1&-5	2.1&0.4&-2.4	3&-1&-3
14	O=C(c1ccccn1)N1CC(=O)N2[C@@H](CO)[C@H](c3ccc(C#CCc4ccccc4)cc3)[C@@H]2C1	/	/	0.1	-5	-20	/	-3.7	8
15	COc1ccc(C(=O)N/N=C/c2ccc(OC)c(CN3CCN(c4ccc(F)cc4)CC3)c2)cc1	144*	2	0.5	0	/	-3	-2.4	/

2 compounds picked at random from those above, as already listed:
item	Compound	PAX8 inh HTS	ARNT-TACC3 inh	XiGFP reactiv	ERp5 inh	INS-1E GSIS act	EWS-Fli block	F508del corr	DENV2 CPE
5	COc1cccc(CN2CCC3(CC2)CN(C(=O)C2CC2)[C@H](CO)c2[nH]c4cc(OC)ccc4c23)c1	/	/	-0.1	-1	-9	-3	3.0	-9
9	Cc1ccc(S(=O)(=O)Nc2ccc3c(c2)C(=O)N([C@H](C)CO)C[C@H](C)[C@@H](CN(C)S(=O)(=O)c2ccc(C)cc2)OCCCC[C@H](C)O3)cc1	83*	0	0.1	2	-15	7	-1.7	-6

Remaining list, next part.
item	Compound	PAX8 inh HTS	ARNT-TACC3 inh	XiGFP reactiv	ERp5 inh	INS-1E GSIS act	EWS-Fli block	F508del corr	DENV2 CPE
16	FC(F)(F)c1cnc(COc2cc(Cl)cc(Cl)c2)c(Cl)c1	-2	1	0.1	6	8	4	-0.8	4
17	CS(=O)(=O)N1[C@H](C#N)[C@@H](c2ccc(-c3ccccc3F)cc2)[C@H]1CO	3	-2	0.1	2	-5	-5	-0.4	1
18	C[C@@H]1CN([C@H](C)CO)S(=O)(=O)c2ccc(C#C[C@@H](C)O)cc2O[C@@H]1CN(C)Cc1ccccn1	/	14	0.1	-8	3	4	-0.8	-7
19	COCC#Cc1ccc2c(c1)O[C@H](CN(C)Cc1ccc3c(c1)OCO3)[C@H](C)CN([C@H](C)CO)S2(=O)=O	0	11	0.5	-3	-2	8	-2.3	2
20	COc1ccc(N2CCN(C3CCCN(S(=O)(=O)c4ccccc4)C3)CC2)cc1 (stereo not drawn)	3	4	0.2	-6	2	3	-0.8	-6
21	O=C(NC[C@@H]1[C@H](c2ccccc2)[C@H](CO)N1C(=O)C1CC1)NC1CCCC1	-4	-7	0.0	-6	-1	7	-1.4	17
22	COc1ccc(NC(=O)N[C@H]2CC[C@@H](CCn3cc(-c4ccc(F)cc4)nn3)O[C@H]2CO)cc1	16	-8	0.2	-6	25	4	-0.1	3
23	NC(=O)C1c2ccccc2Oc2ccccc21	5	-7	0.0	2	-6	7	-0.3	0
24	Cc1ccc(C)c2c1cc(C)c1nnc(SCC(=O)N3CCCc4ccccc43)n12	11	0	-0.1	/	-6	/	/	/
25	O=C1C=C(NCc2ccco2)CCC1	/	-1	/	-7	5	-5	1.9	0
26	CC=C1OC(n2cnc3c(N)ncnc32)C(O)C1O (stereo not drawn)	-10	/	0.1	-7	0	-12	-0.5	6
27	Cc1cc(C(=O)N2CCN(C(c3ccccc3)c3ccccc3)CC2)on1	24	-9	0.0	-1	-50	-6	-0.2	-2
28	CCc1ccccc1N=Cc1c(C)c(C#N)c2[nH]c3ccccc3n2c1=O	-16	5	-0.1	-1	2	-2	0.7	-2
29	CC(C)NC(=O)Nc1ccc2c(c1)C(=O)N([C@H](C)CO)C[C@H](C)[C@@H](CN(C)C(=O)Nc1ccccc1)OCCCC[C@H](C)O2	-7	3	0.1	0	-3	/	-0.3	-1
30	O=C(Nc1ccc(Cc2ccncc2)cc1)c1ccc(N2CCOCC2)c([N+](=O)[O-])c1	-1	0	/	2	19	0	-0.2	/

New compounds follow:
item	Compound	PAX8 inh HTS	ARNT-TACC3 inh	XiGFP reactiv	ERp5 inh	INS-1E GSIS act	EWS-Fli block	F508del corr	DENV2 CPE
31	CC(Sc1nccn1C)C(=O)Nc1ccc(Cl)cn1 (stereo not drawn)	-14	-1	0.0	-6	-4	-8	1.1	-2
32	CNC[C@@H]1Oc2c(NC(=O)Nc3ccc(OC)cc3)cccc2C(=O)N([C@@H](C)CO)C[C@@H]1C	-8	0	-0.7	0	18	-11	0.3	7
33	Cc1ccc(NC(=O)Cc2sc(C)nc2-c2ccc(C)cc2)cc1	-17	-2	0.2	/	-3	/	/	/
34	CCC(C)(C)NC(=O)CN(Cc1ccco1)C(=O)CCC(=O)Nc1nccs1	6	-2	0.1	6	16	-5	0.3	6
35	CCCNC(=O)C1(C)CCCN(C(=O)c2c(C)noc2C)C1 (stereo not drawn)	12	/	0.0	6	-3	-5	-1.5	9
36	O=C(CNC(=O)c1cccs1)NCCN1CCC(Cc2ccccc2)CC1	10	/	0.0	-6	18	9	-1.0	18
37	Nc1nc(C23CC4CCC(CC(C4)C2)C3)cs1	2	-16	0.2	/	-18	/	/	/
38	CCN1[C@H](C(=O)N2CCc3ccccc3C2)[C@@H](CO)[C@@H]2Cn3c(cccc3=O)[C@@H]21	6	7	0.0	-2	7	3	0.5	1
39	C[C@H]1CN([C@@H](C)CO)C(=O)c2cc(-c3ccc(F)cc3)cnc2O[C@H]1CN(C)C(=O)c1ccccn1	2	0	-0.1	-8	-1	4	-2.0	-5
40	CCCn1c(SCC(=O)Nc2ccc(C)c(S(=O)(=O)N3CCOCC3)c2)n[nH]c1=O	17	-19	0.3	-2	-6	12	/	/
41	C[C@@H]1CN([C@@H](C)CO)C(=O)c2cccc(NC(=O)c3ccc(-c4nccs4)cc3)c2O[C@@H]1CN(C)C(=O)Nc1ccccc1	/	-2	-0.7	-6	-12	-8	1.6	14
42	CNC[C@H]1Oc2ncc(C#CC3CCCCC3)cc2C(=O)N([C@H](C)CO)C[C@H]1C	-4	/	0.1	/	-9	2	-0.4	/
43	NC(=O)Cn1nc(-c2ccccc2)nc1-c1ccccc1	-4	-33	-0.1	-8	2	-2	-1.2	3
44	CCOc1cc(/C=C(\CC(=O)O)c2nc3ccccc3s2)ccc1OC	-14	7	1.0	2	51*	5	-0.9	12
45	C[C@H](CO)N1C[C@H](C)[C@@H](CN(C)Cc2ccc(C(=O)O)cc2)Oc2ccc(NC(=O)Cn3cnnn3)cc2CC1=O	/	/	-0.1	-7	-6	-3	-1.0	4

Remaining list, next part.
item	Compound	PAX8 inh HTS	ARNT-TACC3 inh	XiGFP reactiv	ERp5 inh	INS-1E GSIS act	EWS-Fli block	F508del corr	DENV2 CPE
46	COCCN(C(=O)CCc1nnc(CCc2c[nH]c3ccccc23)o1)C(C)C	2	-3	0.3	2	1	-6	1.6	-4
47	O=C(Cc1ccccc1)N1C[C@@H]2[C@H](c3ccccc31)[C@@H](CO)N2C(=O)C1CCCCC1	16	4	0.3	1	-5	-2	1.7	24*
48	Cc1cccc(OCC(=O)NCC(=O)N/N=C/c2cccs2)c1	2	1	0.0	/	-18	/	/	/
49	CCOc1ccc(NC(=O)CN(C)C(=O)CN2C(=O)C3CCCCC3C2=O)cc1OCC (stereo not drawn)	-9	-4	0.1	1	0	-4	2.4	-4
50	O=C(NC1CCCCC1)c1ccc(CS(=O)Cc2ccccc2Cl)o1 (stereo not drawn)	10	-2	0.0	5	-15	-8	-0.6	4
51	CC(C)n1c(/C=C/c2ccccc2)nc2ccccc21	-111	-3	0.1	/	-7	/	/	/
52	CN(C)S(=O)(=O)c1cccc(NC(=O)COC(=O)[C@H](Cc2ccccc2)NC(=O)c2ccco2)c1	-13	0	0.0	5	-9	5	-2.1	-16
53	CCN(CC)c1c(-c2ccccc2)c2cc(C)ccc2[nH]c1=O	4	-2	0.5	-3	9	-5	-2.8	?

5 entries out of the list above, sorted by their value in ARNT-TACC3 inh, descending:
item	smiles	ARNT-TACC3 inh
39	C[C@H]1CN([C@@H](C)CO)C(=O)c2cc(-c3ccc(F)cc3)cnc2O[C@H]1CN(C)C(=O)c1ccccn1	0
25	O=C1C=C(NCc2ccco2)CCC1	-1
46	COCCN(C(=O)CCc1nnc(CCc2c[nH]c3ccccc23)o1)C(C)C	-3
3	O=C(NCC(c1cccs1)N1CCOCC1)C1CCN(S(=O)(=O)c2ccccc2C(F)(F)F)CC1 (stereo not drawn)	-6
27	Cc1cc(C(=O)N2CCN(C(c3ccccc3)c3ccccc3)CC2)on1	-9

Rows are unselected; any-hit rate near 4.2%.
